CCR6 antagonist – blocks CCL20-driven beta-arrestin recruitment at human CCR6; CHO-K1 CCR6 PathHunter beta-arrestin, luminescence, CCL20-stimulated; actives 0.49% (n = 340,000); inhibition, % at 20 µM;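 active means compounds whose inhibition of the agonist-driven luminescence signal at 20 µM reaches about 50%, limit read from the data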;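 further: cells stimulated with CCL20 at 14 nM final; plate controls were DMSO with CCL20 for no effect and DMSO without agonist for full effect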
Gli-Sufu block – blocks Gli-Sufu signaling in a luciferase reporter; inhibition, % at 5 µM; actives 0.74% (n = 340,000); AID 588413; Sufu-KO-LIGHT fibroblasts, Gli luciferase reporter luminescence;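 active means inhibition above about 55%, limit read from the data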;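 further: 0% = DMSO-treated cells and 100% = wells with medium but no cells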
ATG4B inh – inhibitors of human ATG4B cysteine protease. AID 504462. inhibition, % at 8.33 µM. actives 0.51% (n = 340,000). ATG4B cleavage of LC3-PLA2, NBD-HPC fluorescence, 1 h. Q9Y4P1; in the data active means inhibition above about 40%
APJ antag – blocks the human apelin receptor APJ | CHO-K1 APJ beta-arrestin complementation, luminescence | inhibition, % at 20 µM | actives 0.32% (n = 330,000) | AID 2521;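 active means inhibition above about 40% at 20 µM, limit read from the data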;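 further: cells challenged with 10 nM apelin-13 agonist together with compound; plate controls were apelin-13 plus DMSO wells for no effect and DMSO wells lacking apelin-13 for full effect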
Target sequence (P35414 whole entry, looked up): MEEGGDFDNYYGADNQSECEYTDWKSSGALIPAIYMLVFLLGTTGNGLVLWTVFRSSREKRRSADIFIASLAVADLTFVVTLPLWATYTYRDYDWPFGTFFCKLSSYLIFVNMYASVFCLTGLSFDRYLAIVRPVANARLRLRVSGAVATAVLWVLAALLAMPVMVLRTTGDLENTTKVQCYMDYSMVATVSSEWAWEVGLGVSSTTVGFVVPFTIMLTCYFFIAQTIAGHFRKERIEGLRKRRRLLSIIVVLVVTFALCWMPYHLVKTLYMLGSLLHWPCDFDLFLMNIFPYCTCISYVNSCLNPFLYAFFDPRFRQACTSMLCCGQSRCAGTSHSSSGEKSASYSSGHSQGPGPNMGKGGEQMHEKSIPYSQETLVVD
APJ ag – activates the human apelin receptor APJ. P35414. CHO-K1 APJ PathHunter beta-arrestin, luminescence; 0% DMSO wells, 100% apelin. activation, % at 20 µM. actives 0.11% (n = 330,000). AID 2520;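 active means activation more than six SD over the plate average, tested at 20 µM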;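 further: 0% = DMSO alone and 100% = apelin-13 at 10 nM; some results filed as inactive read as strong as hits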
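Test system: CHO-K1 APJ beta-arrestin complementation cell line. Amount: cell density 1000 per well. Controls: DMSO negative, 10 nM Apelin-13 positive. Signal: luminescent beta-gal fragment complementation, chemiluminescent substrate. Read-out basis: agonist-driven arrestin binding to APJ. Timing: compound stimulation 90 min at 25 °C, detection 60 min.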
EBI2 block – blocks human EBI2 receptor beta-arrestin signaling; P32249; EBI2 beta-arrestin recruitment, luminescence, 7a,25-OHC stimulated; inhibition, % at 5 µM; actives 0.81% (n = 360,000); AID 651636; in the data active means inhibition above about 38%;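 further: enzyme fragment complementation signal reports receptor beta-arrestin coupling in cells; 0% = agonist plus DMSO wells and 100% = wells without agonist; some results beyond the cut were filed as inactive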
UBC13 inh – inhibitors of human UBC13 polyubiquitin chain formation | TR-FRET | inhibition, % at 20 µM | actives 0.47% (n = 330,000) | AID 485273; in the data active means inhibition above about 45%, passing the limit was not always enough
Target sequence (P61088 whole entry, looked up): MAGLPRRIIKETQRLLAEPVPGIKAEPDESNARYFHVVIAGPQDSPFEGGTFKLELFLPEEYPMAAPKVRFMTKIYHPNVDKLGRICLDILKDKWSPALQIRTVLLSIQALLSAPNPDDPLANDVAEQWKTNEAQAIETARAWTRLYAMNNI
CXCR6 block – CXCR6 (human) receptor inhibition; O00574; CHO-K1 PathHunter CXCR6 beta-arrestin, luminescence; inhibition, % at 20 µM; actives 0.36% (n = 360,000); in the data active means inhibition above about 34%, passing the limit was not always enough;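 further: antagonist mode with CXCL16 agonist at 10 nM final; 0% = 10 nM CXCL16 with DMSO and 100% = unstimulated wells without agonist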
Target sequence (O00574 whole entry, looked up): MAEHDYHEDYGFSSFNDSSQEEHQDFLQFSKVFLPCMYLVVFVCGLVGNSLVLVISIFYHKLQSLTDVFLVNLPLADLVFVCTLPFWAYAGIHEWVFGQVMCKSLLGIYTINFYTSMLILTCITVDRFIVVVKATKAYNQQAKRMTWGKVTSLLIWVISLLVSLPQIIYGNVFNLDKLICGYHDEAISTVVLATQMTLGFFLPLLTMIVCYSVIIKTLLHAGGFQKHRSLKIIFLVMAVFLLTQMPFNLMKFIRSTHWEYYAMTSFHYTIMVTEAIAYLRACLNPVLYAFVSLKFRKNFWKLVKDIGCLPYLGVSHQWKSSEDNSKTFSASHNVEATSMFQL
The depositor's hits bear a star; · = no result given. Random draw from the library. Share with any hit: about 3%.

1	Nc1cccc(Oc2ccc3c(c2)C(=O)N(CC2CCCO2)C3=O)c1 (centres undefined)
2	COc1ccccc1N(CC(=O)NCCc1ccccc1)S(C)(=O)=O
3	C/C(=N\NC(=O)c1ccccc1O)C1CC1
4	COc1ccc(-c2cc(C(F)F)n3ncc(C(=O)NCCCN4CCCC4=O)c3n2)cc1
5	CC(C)(C)OC(=O)Cn1c(=O)cnc2ccccc21
6	COc1ccccc1OC[C@H](O)CO
7	COc1cccc(CN2CCCCC2C(=O)O)c1 (centres undefined)
8	CCCn1nc(C(=O)Nc2ccc(-n3cnnn3)cc2)c2ccccc2c1=O

screen / no.	1	2	3	4	5	6	7	8
CCR6 antagonist	0	-1	16	13	1	10	15	-4
Gli-Sufu block	-39	-5	-7	7	-7	0	-1	-3
ATG4B inh	5	-1	-2	-12	-13	6	-7	0
APJ antag	4	0	-6	2	-1	-9	11	-41
APJ ag	-2	-3	2	-5	-3	-3	-1	5
EBI2 block	-8	4	-2	8	-8	6	0	8
UBC13 inh	3	-7	4	4	-5	7	-7	5
CXCR6 block	-7	0	-6	-4	-2	-6	-2	-5

9	CCOC(=O)c1sc(S(C)(=O)=O)c2c1CCc1conc1-2
10	COc1ccccc1NC(=O)c1cccc(S(=O)(=O)N2CCN(c3ccccc3)CC2)c1
11	CCCCOc1ccc(-c2nnn(CCC(=O)N3CCOCC3)n2)cc1
12	O=C1CCC/C(=N/NC(=O)c2cc(NS(=O)(=O)c3cccs3)cc(NS(=O)(=O)c3cccs3)c2)C1
13	Cc1ccc(NC(=O)c2cccc(OCc3c(C)noc3C)c2)c(C)c1
14	CNC(=O)C1CCN(C(=O)c2ccc(-c3ccccc3)cc2)CC1
15	CCCN1CCC(N(CCc2ccccc2)Cc2ccccc2)CC1
16	Cn1cc(CN2CCc3ccccc3C2)c2ccccc21

screen / no.	9	10	11	12	13	14	15	16
CCR6 antagonist	4	9	3	-13	16	0	6	0
Gli-Sufu block	7	8	-27	1	-1	13	29	12
ATG4B inh	-7	-52	-22	-6	-5	-3	-2	-1
APJ antag	10	-2	15	-3	-2	8	10	3
APJ ag	-4	-3	-3	-5	2	-1	-1	-4
EBI2 block	-4	14	-1	1	7	24	5	-2
UBC13 inh	-3	7	-8	-11	8	-5	7	14
CXCR6 block	-9	6	-4	1	10	-1	-2	6

Six compounds out of the list above, ordered by the value under ATG4B inh, lowest first.
entry | SMILES | ATG4B inh
11 | CCCCOc1ccc(-c2nnn(CCC(=O)N3CCOCC3)n2)cc1 | -22
4 | COc1ccc(-c2cc(C(F)F)n3ncc(C(=O)NCCCN4CCCC4=O)c3n2)cc1 | -12
7 | COc1cccc(CN2CCCCC2C(=O)O)c1 (centres undefined) | -7
12 | O=C1CCC/C(=N/NC(=O)c2cc(NS(=O)(=O)c3cccs3)cc(NS(=O)(=O)c3cccs3)c2)C1 | -6
2 | COc1ccccc1N(CC(=O)NCCc1ccccc1)S(C)(=O)=O | -1
1 | Nc1cccc(Oc2ccc3c(c2)C(=O)N(CC2CCCO2)C3=O)c1 (centres undefined) | 5

(cont.)
17	CC(C)CCNC(=O)CN(Cc1ccc2c(c1)OCO2)C(=O)CCC(=O)Nc1ccccn1
18	O=C(Nc1ncc(Cc2ccc(C(F)(F)F)cc2)s1)c1ccc(-c2cccc([N+](=O)[O-])c2)o1
19	COc1ccc(N(CC(=O)NCCC2=CCCCC2)S(=O)(=O)c2ccc(C)cc2)cc1OC
20	BrC(=C\c1ccccc1)/C=N/N1CCN(c2ccccc2)CC1
21	CCCC(=O)C1=C(c2ccccc2)C(C#N)(C#N)C(C#N)=C1N
22	CCC(C)(C)n1nnnc1CN1CCc2ccccc21
23	O=C(CCNC(=O)c1ccc([N+](=O)[O-])cc1)NCCCN1CCCC1=O
24	CC1=NCCN1CCNC(=O)Nc1cc(C)cc(C)c1

screen / no.	17	18	19	20	21	22	23	24
CCR6 antagonist	-17	7	-2	8	14	-1	10	0
Gli-Sufu block	-2	23	2	-3	4	-8	-2	7
ATG4B inh	-7	-12	-7	-3	-5	-9	8	-8
APJ antag	11	0	17	-15	-3	13	-11	-12
APJ ag	0	1	-4	-6	0	1	6	0
EBI2 block	7	-2	-6	2	-6	8	-3	-11
UBC13 inh	4	-13	14	15	-1	-4	-16	5
CXCR6 block	1	-4	-5	8	12	-1	5	1

25	Cc1occc1-c1nnc(SCC(=O)Nc2ccccc2-c2ccccc2)n1C
26	COc1cc(OC)cc(-c2sc3ccc(OC)cc3c2-c2ccc(OCCN3CCCCC3)cc2)c1
27	CCOC(=O)c1cnc(-c2ccccc2)nc1-c1ccccc1
28	CCOC(=O)c1[nH]c2ccccc2c1NC(=O)c1ccc(S(=O)(=O)N2CCCCC2)cc1
29	O=S(=O)(Nc1ccc2nc(N3CCOCC3)sc2c1)c1ccccc1
30	Cc1nc(SCC(=O)Nc2ccccn2)n[nH]1
31	COc1cccc(CNC(=O)c2ccc(C)c(S(=O)(=O)N3CCCCC3)c2)c1
32	Cc1cc(Cl)ccc1C(=O)C1CCCN(C(=O)c2cccc(N3CCCC3=O)c2)C1 (centres undefined)

screen / no.	25	26	27	28	29	30	31	32
CCR6 antagonist	17	18	16	-4	3	10	0	4
Gli-Sufu block	11	1	1	12	-65	12	6	-8
ATG4B inh	-8	-6	3	-11	-7	3	-4	-2
APJ antag	-3	·	-10	0	10	-12	-9	11
APJ ag	-1	·	-4	-3	-2	-1	2	-4
EBI2 block	3	-12	5	10	-1	0	11	0
UBC13 inh	-3	·	-2	-18	5	19	2	5
CXCR6 block	6	-7	5	6	-4	-13	-6	-5

33	Cc1cc(C)nc(-n2nc(C)cc2Nc2ccccc2)n1
34	O=C(CN1CCC(O)(c2ccc(F)cc2)CC1)NCc1ccc(F)cc1
35	COc1ccc(N2C(=O)c3ccc(C(=O)Nc4ccccc4O)cc3C2=O)cc1
36	Cc1cccc(NCc2nnc(-c3ccccc3)o2)c1C
37	N#Cc1ccc(Cl)cc1NC(=O)COC(=O)c1cccc(S(=O)(=O)N2CCOCC2)c1
38	O=C(CS(=O)CC(=O)N(CC(=O)NC1CCCC1)C1CCCCC1)Nc1ccc(F)cc1 (centres undefined)
39	Cn1c(=O)c2nc(NCc3ccccc3)cnc2n(C)c1=O
40	CSCC(=O)N1CCC(CCC(=O)NC2CC2)CC1

screen / no.	33	34	35	36	37	38	39	40
CCR6 antagonist	25	2	11	1	11	0	3	11
Gli-Sufu block	2	5	-10	-6	-6	-3	18	-49
ATG4B inh	-4	3	-7	5	-6	-9	-3	3
APJ antag	-12	3	2	3	-63	11	17	-24
APJ ag	-4	-6	1	-3	-3	-6	2	-5
EBI2 block	5	8	-6	5	3	3	-7	6
UBC13 inh	-8	6	-4	8	0	5	8	4
CXCR6 block	-2	-12	5	-7	-3	6	0	1

41	O=C(CNC(=O)/C(=C\c1ccccc1)NC(=O)c1ccc(Br)cc1)OCc1ccccc1
42	COc1cc(CNC(=O)OCC(C)C)cc(OC)c1OC
43	COc1cccc(C(=O)CC(=O)C(=O)Nc2ccc([N+](=O)[O-])cc2C)c1
44	CCOC(=O)c1ccc(Nc2nc(C)cc(=O)[nH]2)cc1
45	CCn1c(=O)cc(SCC(=O)NCCCN2CCC(C)CC2)c2ccccc21
46	CCN(CC)C(=O)[C@H]1C[C@H](CC(=O)NCCc2ccccn2)C(=O)N2CCc3c([nH]c4cc(CCC(=O)N(C)C)ccc34)[C@]12C
47	c1csc(-c2nc3nc4ccccc4nc3n2Cc2ccc3c(c2)OCO3)c1
48	Cc1cc(Cl)ccc1NC(=O)C1COc2ccccc2O1 (centres undefined)

screen / no.	41	42	43	44	45	46	47	48
CCR6 antagonist	-2	4	15	0	7	21	28	14
Gli-Sufu block	-8	4	2	3	22	-1	-37	-1
ATG4B inh	-11	1	-1	-6	-6	-6	-17	-3
APJ antag	7	4	-5	12	3	·	16	-6
APJ ag	-3	18*	-1	-6	-4	·	-7	-1
EBI2 block	-4	-2	-3	-8	8	-8	-30	8
UBC13 inh	-1	2	-16	-2	22	·	8	-5
CXCR6 block	15	-4	-11	-11	6	3	20	6

49	COc1cccc(C2CC(c3ccccc3)Nc3nc(N)nn32)c1 (centres undefined)
50	CCOCC(O)CS(=O)Cc1ccccc1 (centres undefined)
51	COCCN(C(=O)COC(=O)CCOc1cc(C)ccc1C)c1c(N)n(Cc2ccccc2)c(=O)[nH]c1=O
52	CC(C)C(NC(=O)c1ccccc1NC(=O)c1ccco1)C(=O)NNC(=O)c1ccncc1 (centres undefined)
53	COc1ccc(C(C)=O)cc1Cn1nnc(-c2ccccc2Br)n1
54	Nc1nonc1C(=O)N/N=C/c1ccc(Br)o1
55	CN1C(=O)C(=O)/C(=C(/O)c2ccc(Br)cc2)C1c1ccc(F)cc1 (centres undefined)
56	CCOC(=O)c1ccc(NC(=S)Nc2ccc(C)cc2)cc1

screen / no.	49	50	51	52	53	54	55	56
CCR6 antagonist	-15	0	5	11	10	6	-13	21
Gli-Sufu block	-5	-2	-4	10	9	1	6	-34
ATG4B inh	-6	9	-15	2	-1	-9	3	-9
APJ antag	-64	-4	·	-10	8	-8	-18	13
APJ ag	-2	-4	·	-2	-1	-1	0	0
EBI2 block	-2	-13	-10	-7	-2	-12	-2	22
UBC13 inh	1	1	·	4	-1	-15	-9	0
CXCR6 block	4	-6	4	-1	5	-4	0	2

57	CCn1c(SCC(=O)NCc2cccs2)nnc1-c1ccco1
58	COc1ccccc1C(=O)NC(CCSC)C(=O)OC(C)C(N)=O (centres undefined)
59	O=C(Nc1cccc(Cl)c1Cl)c1ccccc1NC(=O)C1CC=CCC1C(=O)O (centres undefined)
60	N#Cc1ccc(NC(=O)CCc2nc3ccccc3s2)cc1

screen / no.	57	58	59	60
CCR6 antagonist	2	3	13	-8
Gli-Sufu block	-1	6	-2	4
ATG4B inh	-10	-3	6	8
APJ antag	8	10	-7	-8
APJ ag	-2	0	7	7
EBI2 block	-2	-7	-3	-6
UBC13 inh	1	-8	-4	5
CXCR6 block	-1	0	-2	-5

Another view of some results above:
Screens in order: CCR6 antagonist | Gli-Sufu block | ATG4B inh | APJ antag | APJ ag | EBI2 block | UBC13 inh | CXCR6 block
(59) O=C(Nc1cccc(Cl)c1Cl)c1ccccc1NC(=O)C1CC=CCC1C(=O)O (centres undefined)
 : 13 | -2 | 6 | -7 | 7 | -3 | -4 | -2
(60) N#Cc1ccc(NC(=O)CCc2nc3ccccc3s2)cc1
 : -8 | 4 | 8 | -8 | 7 | -6 | 5 | -5

Assay outcomes deposited in PubChem BioAssay by Sanford-Burnham Center for Chemical Genomics.
